High-throughput results: PubChem, Sanford-Burnham Center for Chemical Genomics
SUMO1-SIM PPI: SUMO1-SIM interaction modulation; P63165; SUMO1 binding to a labelled peptide, TR-FRET, 1 h; inhibition, % at 20 µM; 360,000 compounds, 0.33% hits; AID 602429; in the data active means inhibition above about 37%
SKN-1 inh: blocks SKN-1 activity in C. elegans; C. elegans VP596 Pgst-4::GFP/RFP ratio, acrylamide-induced, 24 h; inhibition, % at 21.8 µM; 360,000 compounds, 0.49% hits; AID 624304;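 active means interference check ratio from 0.5 to 1.5 plus GFP to RFP signal ratio inhibition reaching or exceeding a fixed threshold, cut at about 30% in these data, passing the limit was not always enough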; further: some compounds called inactive have numbers as strong as hits
NadD inh: inhibitors of Staphylococcus aureus NadD. 360,000 compounds, 0.78% hits. purified NadD enzyme, colorimetric absorbance read-out. inhibition, % at 20 µM. AID 602399; in the data active means inhibition above about 26%; further: some compounds past the cut are filed as inactive
MT1-MMP act inh: MT1-MMP (human) activation inhibition | GFP/RFP ratio change, % at 20 µM | 360,000 compounds, 0.061% hits | AID 651647 | HT1080 RFP-PRO-GFP cells, GFP/RFP ratio fluorescence, overnight; percent of plate control window, DMSO zero | P50281;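 active means GFP/RFP ratio change of at least 30% with cell ATP level not reduced by more than half and red fluorescence within 50% of control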; further: strong numbers were not always called active
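system = RFP-PRO-GFP reporter HT1080 cells | dosing = 20 µM single dose, 1% DMSO | timing = overnight cell settling, then overnight compound exposure, 37 °C, 5% CO2 | read-out basis = GFP/RFP fluorescence ratio | controls = DMSO and RFP-L50D-GFP cell wells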
LMPTP block: blocks human LMPTP phosphatase; P24666; recombinant LMPTP-A, OMFP fluorogenic substrate, fluorescence intensity; inhibition, % at 20 µM; 360,000 compounds, 0.22% hits; AID 651560;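 active means compounds that cut the enzyme signal by at least half of the control window in the single-dose screen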;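 further: plate controls were DMSO wells with enzyme plus substrate for no effect and substrate without enzyme for full effect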
Target sequence (P24666 whole entry, looked up): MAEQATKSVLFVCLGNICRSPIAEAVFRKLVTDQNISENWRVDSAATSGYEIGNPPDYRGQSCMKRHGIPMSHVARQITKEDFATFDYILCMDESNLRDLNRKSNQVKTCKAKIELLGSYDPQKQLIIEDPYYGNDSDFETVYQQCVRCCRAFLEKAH
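Assay system: LMPTP-A phosphatase enzyme | Input: 0.625 nM enzyme | Also added: Fluorogenic phosphatase substrate OMFP at 400 µM final | Compound dosing: One test concentration per compound, 20 µM, with 3% DMSO overall | Schedule: 50 min enzyme reaction at room temperature, protected from light | Signal: Fluorescence intensity | Benchmarks: no-enzyme and uninhibited controls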
Rpn11 inh: Rpn11 (human) deubiquitinase inhibition. 360,000 compounds, 0.59% hits. human 26S proteasome, Ub4-pepOG fluorescence polarization; 20S core pre-blocked with epoxomicin. calls only at 20 µM. AID 588493. O00487;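 active means inhibition at 20 µM, scaled to each plate's controls, above about 33%, limit read from the data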
Target sequence (O00487 whole entry, looked up): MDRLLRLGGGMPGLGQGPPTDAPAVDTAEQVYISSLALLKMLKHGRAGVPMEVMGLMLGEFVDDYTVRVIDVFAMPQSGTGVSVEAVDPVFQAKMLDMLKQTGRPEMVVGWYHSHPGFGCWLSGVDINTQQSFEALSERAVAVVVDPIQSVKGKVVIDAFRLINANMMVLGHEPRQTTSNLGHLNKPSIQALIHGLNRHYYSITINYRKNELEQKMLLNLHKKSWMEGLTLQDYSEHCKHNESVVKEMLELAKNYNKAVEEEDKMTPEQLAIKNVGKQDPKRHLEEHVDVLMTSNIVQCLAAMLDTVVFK
STEP block: blocks human striatal-enriched tyrosine phosphatase. inhibition, % at 20 µM. recombinant STEP, OMFP fluorogenic substrate, fluorescence. AID 588621. P54829. 360,000 compounds, 0.25% hits;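 active means inhibition at 20 µM, scaled per plate between control wells, above about 37%, limit read from the data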;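 further: 0% = DMSO with enzyme and substrate and 100% = substrate only without enzyme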
Target sequence (P54829 whole entry, looked up): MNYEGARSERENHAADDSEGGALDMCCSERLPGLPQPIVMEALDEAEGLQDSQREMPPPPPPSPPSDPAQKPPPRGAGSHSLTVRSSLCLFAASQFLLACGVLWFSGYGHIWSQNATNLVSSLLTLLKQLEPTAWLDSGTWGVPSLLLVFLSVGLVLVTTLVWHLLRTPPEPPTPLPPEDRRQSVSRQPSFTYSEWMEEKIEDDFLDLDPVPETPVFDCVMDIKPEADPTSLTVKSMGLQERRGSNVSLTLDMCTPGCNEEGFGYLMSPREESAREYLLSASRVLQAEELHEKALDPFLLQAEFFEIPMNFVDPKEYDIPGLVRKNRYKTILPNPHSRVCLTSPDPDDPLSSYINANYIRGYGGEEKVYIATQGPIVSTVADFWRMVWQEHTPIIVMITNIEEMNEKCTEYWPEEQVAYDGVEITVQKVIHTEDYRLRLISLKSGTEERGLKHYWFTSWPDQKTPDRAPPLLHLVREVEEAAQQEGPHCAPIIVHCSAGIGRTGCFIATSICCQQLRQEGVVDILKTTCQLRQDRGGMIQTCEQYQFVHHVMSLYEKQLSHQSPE
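material = STEP tyrosine phosphatase | reagent = fluorogenic phosphatase substrate OMFP at 25 µM final | doses = single compound dose of 20 µM, 1% DMSO final | schedule = 20 min reaction, room temperature, in the dark | measured by = fluorescence, 480/540 nm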
CendR NRP1 mod: alters CendR peptide binding to human NRP-1. O14786. FAM-RPARPAR peptide binding to NRP-1, fluorescence polarization. inhibition, % at 25 µM. 360,000 compounds, 0.85% hits. AID 602438;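 active means inhibition or corrected inhibition above about 18%, plus a signal ratio from 0.5 to 1.5, limit read from the data, passing the limit was not always enough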; further: strong numbers were not always called active
Scp-1 inhibitor: blocks human Scp-1 phosphatase activity. Q9GZU7. Recombinant Scp1, phosphopeptide, malachite green phosphate absorbance. inhibition, % at 20 µM. 340,000 compounds, 0.88% hits;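 active means inhibition above about 50% at 20 µM, limit read from the data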;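 further: plate controls were DMSO wells with enzyme for no effect and wells lacking enzyme for full effect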
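Test system – truncated SCP-1 phosphatase (76-261aa) · Reagent – Phosphorylated 17-residue peptide substrate · Incubation – 45 min room-temperature reaction, 5 min colour, 30 min stabiliser · Detection – colorimetric phosphate reagent with accelerator and stabiliser, absorbance at 630 nm · Measure – % inhibition at 20 µM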
DNMT1 block: DNMT1 (human) enzyme inhibition; inhibition (reported as % activation of signal), % at 10 µM; P26358; 360,000 compounds, 0.83% hits; AID 588458; DNMT1 molecular beacon, Hinp1I cleavage, fluorescence; in the data active means inhibition above about 50%
Starred values were filed as active, the others as inactive; i = inactive; . = no result given. Rows are unselected; about 3.9% have a hit in one of these screens.

SMILES	SUMO1-SIM PPI	SKN-1 inh	NadD inh	MT1-MMP act inh	LMPTP block	Rpn11 inh	STEP block	CendR NRP1 mod	Scp-1 inhibitor	DNMT1 block
O=C(CCSc1ccccc1)Nc1ncccn1	-2	0	3	6	-1.3	i	-1	-14	-5	3
c1ccc(-c2csc(NC3=NCCCCC3)n2)cc1	-3	2	-5	1	0.1	i	-1	1	-3	0
C[C@]12c3[nH]c4ccccc4c3CCN1C(=O)C(CC(=O)NCCc1ccccn1)C[C@@H]2C(=O)N1CCOCC1 (stereo not given in full)	3	-2	-1	0	-1.4	i	-2	8	0	-1
CC(Sc1ccccc1)C(=O)N(CCC#N)Cc1cccnc1 (stereo not given)	-6	-10	-5	1	-1.3	i	-4	-6	-2	0
COC(=O)[C@]1(Cc2ccccc2)N[C@H](CN(C)C(=O)c2ccccc2)[C@@H]2C(=O)N(Cc3ccccc3)C(=O)[C@@H]21	3	-1	2	6	-1.3	i	1	-2	-8	0
CCOC(=O)CNC(=O)c1sc(NC(=O)/C=C/c2ccccc2)nc1C	-7	8	-4	1	-0.3	i	-2	12	-3	31
CC(C)CN(C(=O)C1CCC1)c1c(N)n(Cc2ccccc2)c(=O)[nH]c1=O	-15	-6	-4	2	-0.6	i	-5	-2	2	3
COC(=O)c1ccccc1NC(=O)C1CC(c2ccccc2O)=NO1 (stereo not given)	0	-5	-6	12	-0.8	i	0	16	-6	6
CCOc1cc(/C=C2\C(=O)N(c3ccc(C(N)=O)cc3)N=C2C)ccc1OC(=O)c1cccs1	75*	7	27	1	18	i	32	-47	22	30
Cc1ccc(/C=N/NC(=S)N2CCOCC2)cc1	-2	16	6	0	1.1	i	-3	-16	-11	20

Reformatted with values under each structure: entries from further up.
Below each SMILES: SUMO1-SIM PPI | SKN-1 inh | NadD inh | MT1-MMP act inh | LMPTP block | Rpn11 inh | STEP block | CendR NRP1 mod | Scp-1 inhibitor | DNMT1 block
c1ccc(-c2csc(NC3=NCCCCC3)n2)cc1
    -3 | 2 | -5 | 1 | 0.1 | i | -1 | 1 | -3 | 0
C[C@]12c3[nH]c4ccccc4c3CCN1C(=O)C(CC(=O)NCCc1ccccn1)C[C@@H]2C(=O)N1CCOCC1 (stereo not given in full)
    3 | -2 | -1 | 0 | -1.4 | i | -2 | 8 | 0 | -1
CC(Sc1ccccc1)C(=O)N(CCC#N)Cc1cccnc1 (stereo not given)
    -6 | -10 | -5 | 1 | -1.3 | i | -4 | -6 | -2 | 0
COC(=O)[C@]1(Cc2ccccc2)N[C@H](CN(C)C(=O)c2ccccc2)[C@@H]2C(=O)N(Cc3ccccc3)C(=O)[C@@H]21
    3 | -1 | 2 | 6 | -1.3 | i | 1 | -2 | -8 | 0
CCOC(=O)CNC(=O)c1sc(NC(=O)/C=C/c2ccccc2)nc1C
    -7 | 8 | -4 | 1 | -0.3 | i | -2 | 12 | -3 | 31

(cont.)
SMILES	SUMO1-SIM PPI	SKN-1 inh	NadD inh	MT1-MMP act inh	LMPTP block	Rpn11 inh	STEP block	CendR NRP1 mod	Scp-1 inhibitor	DNMT1 block
C/C(=N\NC(N)=S)c1cc(-c2ccccc2)c(-c2ccccc2)s1	1	16	7	-14	4.5	i	-1	7	-11	-7
COc1ccc(Nc2nc(-c3ccc4c(c3)NC(=O)CO4)cs2)cc1	-4	23	17	7	54*	i	0	-6	1	-26
CCOC(=O)c1ccccc1NC(=S)N1CC(C)CC(C)C1 (stereo not given)	-3	9	2	2	-0.6	i	1	0	3	4
Oc1ccc(C[C@H]2CNCCN2CCc2cccc(F)c2)cc1	4	0	-2	0	-2.9	i	-2	-2	4	3
COc1ccc(NC(=O)C2C(c3ccc4c(c3)OCO4)=Nc3ccccc3N2C(=O)c2cccc(C(F)(F)F)c2)cc1 (stereo not given)	-5	6	.	-22	3.3	.	.	-32	.	.
Cc1cc(NCCCn2ccnc2)n2nc(C)c(-c3ccc(Cl)cc3)c2n1	7	13	5	4	0.1	i	2	-19	-2	-3
COc1cccc(C(=O)NCC[N+](C)(C)C)c1	-12	2	17	-2	-7.1	.	.	-10	.	.
CCCS(=O)(=O)N1CCN(C2CCC(C)CC2)CC1 (stereo not given)	-3	-5	1	-3	-1.8	i	-3	18	-4	-1
Cc1cc(C)cc(NC(=O)C2CCN(c3nc(C)cc(C)n3)CC2)c1	-1	-23	1	-12	-0.9	i	-2	-13	-7	4
Cc1ccc(CN2C(=O)C3CCCN3c3ncccc32)cc1 (stereo not given)	-1	0	12	-4	2.0	i	-1	-10	-1	-4
Cc1ccc(C2NC(=O)NC(O)(C(F)(F)F)C2C(=O)c2ccccc2)o1 (stereo not given)	-2	-12	-8	4	-0.6	i	-2	-8	3	-1
CCC(C(=O)NC1CCCCC1)n1nc(C)c2c(C)n(-c3ccccc3)nc2c1=O (stereo not given)	8	24	0	4	-1.0	i	-1	8	-5	3
COc1ccc(S(=O)(=O)N2CCN(C(=O)c3ccc4ccccc4n3)CC2)cc1	1	7	4	-2	-0.2	i	1	-4	-7	-1
O=C(O)CC1C(=O)NCCN1C/C=C/c1ccccc1 (stereo not given)	-3	-4	5	2	-1.0	i	2	-3	-3	-1
COC(=O)c1c(NC(=O)CCCC(=O)O)sc(C)c1C	-3	-14	-1	-2	-1.7	i	3	-4	-12	0
CC(C)[C@H](NC(=O)c1ccccc1F)C(=O)NCCc1ccccc1	3	3	2	1	-0.8	i	1	-1	-4	-2
CC(C)(C)c1ccc(S(=O)(=O)n2c(CN3CCOCC3)nc3ccccc32)cc1	2	-12	-6	1	-1.2	i	3	-5	3	-1
CCCCN1CC(O)=C(c2nc3ccccc3s2)C1=N	2	7	1	5	0.2	i	-15	-4	-2	-3
CCOC(=O)C1=C(C(=O)OCC)N(CC)CCC1=O	-2	-3	0	1	-2.0	i	2	-14	4	7
CC1CCN(CC(=O)Nc2cccc(Cl)c2)CC1	1	6	-3	0	-0.4	i	-3	3	0	0
O=C(CN1CCc2ccccc21)Nc1ccc2c(c1)OCCCO2	-5	14	19	6	0.3	i	-2	-1	-5	-19
Cc1ccc2nc(-c3cccc(NC(=O)c4ccc5c(c4)OCCO5)c3)oc2c1	-1	7	8	-1	2.3	i	1	2	-15	-1
COC(=O)CCC(=O)OC1(C)C(=O)C2=CN(Cc3ccc(OC)cc3)C(c3ccc(OC)cc3)=CC2=C(Br)C1=O (stereo not given)	-15	-5	20	3	4.4	i	6	-31	-8	-8
Cc1cccc(-c2ccc(C=Nc3c(C)n(C)n(-c4ccccc4)c3=O)o2)c1	-17	7	-3	-1	1.2	i	-2	3	-17	-3
CC(C)(C)N=C1NN=C(c2ccc(S(=O)(=O)N3CCCCC3)cc2)CS1	-11	6	9	-8	-0.2	i	-1	-19	3	-6
CNc1ccccc1C(=O)OCC(=O)c1ccc(F)cc1	2	-9	-3	0	1.5	i	-2	-3	4	5
COC(=O)c1ccc(CNC(=O)COC(=O)C2CC3C=CC2C3)cc1 (stereo not given)	2	-6	-1	-2	-0.9	i	3	3	-2	-1
COc1ccc(NC(=O)CNc2cc(S(=O)(=O)N3CCOCC3)ccc2N2CCOCC2)c(OC)c1	-2	16	-1	-5	-1.2	i	-1	1	-5	2
CC(C)Oc1ccc(C2CC(=O)N(C)C2=O)cc1 (stereo not given)	2	22	1	-1	-3.4	i	1	2	-10	-1
Cc1ccc(Cl)cc1NC(=O)NCCN1CCCCC1	0	-5	-6	4	-4.8	i	-4	-4	-4	-1
COc1ccc(-c2csc(N=C(N)N)n2)cc1	0	-6	-10	-1	1.2	i	1	13	-7	-1
COc1cc(/C=N/NC(=O)c2ccccc2NS(=O)(=O)c2cccs2)ccc1O	10	-4	3	1	0.1	i	-2	-11	10	-1
Cc1ccc(S(=O)(=O)c2nc(S(C)(=O)=O)sc2N2CCC(C(N)=O)CC2)cc1	2	-3	0	0	-1.6	i	2	-6	-5	-1
COc1cc(OC)cc(C(=O)OCC(=O)NC2CCCCCC2)c1	7	4	-4	2	-1.0	i	2	-2	-6	5
COc1cc(OC)cc(C(=O)NNS(=O)(=O)c2ccc(F)cc2)c1	0	9	0	-1	-0.6	i	-1	-1	8	6
Cc1ccc(-c2ccnc3nc(-n4cccc4)nn23)o1	-13	4	4	2	1.3	i	2	-1	-3	-2
Cc1ccc(N2CN=c3s/c(=C\c4ccccn4)c(=O)n3C2)cc1	-14	14	4	2	0.1	i	5	-10	-7	0
COc1ccccc1CCNC(=O)CCn1c(=O)oc2ccccc21	-5	-8	0	1	-2.4	i	-1	-8	-1	6
CC(C)c1ccc(/C=C/C(=O)NNC(=O)c2cccnc2)cc1	-9	12	2	3	0.4	i	1	1	3	1
Cc1ccc(S(=O)(=O)CCC(=O)N2CCc3ccccc32)cc1	2	19	-2	0	1.2	i	-2	-11	-2	-1
Cc1ccc(/C=C/C(=O)c2ccccc(=O)c2O)c(C)c1	-1	-1	18	-6	1.8	i	4	-19	-10	20
COc1ccc(NC(=O)CSc2ccc(NC(C)=O)cc2)cc1S(=O)(=O)N1CCCCC1	-3	2	-2	6	-1.5	i	-9	13	-6	5
COc1ccc(Br)cc1CN1CCC(N2CCCC2)CC1	1	-24	-2	3	-2.8	i	0	0	-6	0
CC(C)n1ncc2c(C(=O)Nc3cccc(C#N)c3)cc(C3CC3)nc21	15	-3	-7	-13	2.0	i	-2	7	-8	-2
CC1(C)C2CCC1(CS(=O)(=O)N1CCN(c3ccccc3F)CC1)C(=O)C2 (stereo not given)	10	22	6	5	-1.8	i	-2	11	3	1
CC(=O)Nc1ccc2nc(SCC(=O)O)sc2c1	2	-3	-1	2	-2.1	i	4	5	-13	-1
O=S(=O)(c1ccccc1)[C@@]1(c2ccc(Br)cc2)C[C@@H]2ON=C(c3cccc(Br)c3)[C@@H]2C1	0	0	3	-1	2.0	i	2	8	-9	-4
COc1cc(C(=O)NCC(=O)OCc2ccc(F)cc2)cc(OC)c1OC	-1	-14	1	4	-0.6	i	2	-3	-1	1
O=C(c1cccnc1)N1CCc2ccccc21	-3	-9	-3	2	-1.1	i	-2	-4	-5	-5
Cc1cc(C)nc(N2CCCC(C(=O)Nc3ccc(F)cc3)C2)n1 (stereo not given)	-2	8	4	-1	0.3	i	-3	3	-4	1
COc1ccc(NC(=O)c2cc3ccccc3o/c2=N\NS(=O)(=O)c2ccc(C)cc2)cc1	-3	-1	20	0	-1.3	i	0	2	-2	12
COc1cccc(OC)c1C(=O)NC(=O)Oc1c(F)cccc1F	-2	6	0	-1	-1.1	i	2	8	-8	-1
Cc1c(C(=O)N2CCCCCC2)c(S(=O)(=O)NCc2ccccc2Cl)c(C)n1C	1	13	-7	0	-1.8	i	1	-3	-4	3
